# Compound activity from PubChem.
# S3 lipid droplet: qHTS Assay for Lipid Storage Modulators in Drosophila S3 Cells; lipid storage change, negative = inhibition, % at the top dose, mostly 46.1 µM; hits show Potency in µM; Drosophila S3 cells, BODIPY lipid droplet fluorescence, 18-24 h; cells fed with added oleic acid; 320,000 compounds, 0.64% hits; active means well fitted inhibition curve with a large enough effect in the signal ratio, with a control signal flat, not every such curve was filed as active; inconclusive means small, poorly fitted or top-dose-only effect, or effect the other way, or a change in a side signal; the % refers to the signal ratio
#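 Drosophila S3 cells loaded with oleic acid (400 uM, as added) and compounds at several concentrations; lipid droplets imaged by 488-nm laser-scanning cytometry, 500–530 nm intensity and object ratio to cell channel. Percent activity normalized to 20 uM Triacsin C.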
# S3 lipid droplet cell count max: second read-out of S3 lipid droplet, no call of its own (marks repeat the call); cell number change, %; measured here: cell count max response;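 cells counted by Cell Tracker Red CMTPX staining in the red channel; peak over a dose series mostly up to 46.1 µM; percent activity relative to internal control wells on each plate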
# * = called active by the depositor; i = inactive; ? = inconclusive; nt = no result given; [ ] = another dose, or the depositor's remark. On the % scale 0 is the no-effect control and ±100 the full control effect; potency means the concentration at half of the fitted maximal effect.
nr	canonical_smiles	S3 lipid droplet	S3 lipid droplet cell count max
1	CCOC(=O)c1c(C)[nH]c2c1cc(O)c1ccccc12	?	nt
2	Cc1cccn2c(=O)c3cc(C(=O)N4c5ccccc5CC4C)n(C)c3nc12 (centres undefined)	?	nt
3	CCn1c(COc2cccc(C)c2)nnc1SCC(=O)CC(=O)Nc1ccccc1OC	?	nt
4	CCc1nnc(NC(=O)[C@@H](NC(=O)c2cc(OC)cc(OC)c2)C(C)C)s1	?	nt
5	COCCn1c(C)cc(C(=O)COC(=O)c2cncc(Br)c2)c1C	?	nt
6	Cc1onc(NC(=O)c2ccc([N+](=O)[O-])o2)c1Br	7%	-11
7	CCc1ccc2oc(-c3cc(N=Cc4cccc(OC)c4O)ccc3O)nc2c1	i	nt
8	N#Cc1c(-c2ccco2)nc(NCC2CCCO2)[nH]c1=O (centres undefined)	?	nt
9	COc1cccc(CC2(CO)CCN(C(=O)NC3CCCCC3)CC2)c1	12%	1
10	COc1cc2ccccc2cc1C(=O)NCCCN1CCOCC1	19%	nt
11	CC(C)C(NS(=O)(=O)c1cccc(C(F)(F)F)c1)C(=O)NCc1cccs1 (centres undefined)	?	nt
12	Cc1cc(NC(=O)CSc2ccc(-c3ccccc3)nn2)no1	-16%	nt
13	COc1ccc(-c2nnc3sc(-c4ccc(Br)o4)nn23)cc1OC	17%	-18
14	S=c1[nH]nc(-c2ccccc2)n1/N=C/c1cccs1	20%	nt
15	CCC(=O)N1CCN(c2ccc(NC(=O)c3ccc4ccccc4c3)cc2)CC1	i	nt
16	Nc1c(C(=O)c2ccc(Br)s2)oc2ccccc12	i	nt
17	Clc1ccccc1OCCn1ccnc1	?	nt
18	CCn1c(CNC(=O)c2ccccc2OC)nnc1SCC(=O)c1ccc(F)cc1	2%	26
19	Cc1cccc(C)c1OCc1cc(C(=O)N2CCN(C3CCCC3)CC2)no1	-19%	7
20	CC1(C)Cc2c(sc(NC(=O)c3ccc4c(c3)OCCO4)c2C(N)=O)C(C)(C)N1	?	nt
21	O=C(CSc1nc2ccccc2c(=O)[nH]1)N1CCN(S(=O)(=O)c2ccccc2)CC1	?	nt
22	Cc1ccc(CNS(=O)(=O)c2c(C)[nH]c(=O)[nH]c2=O)cc1	12%	5
23	Nc1nc(NC(=O)c2ccc(Cl)cc2)nn1-c1ccccc1	16%	22
24	COc1cc(CC(=O)OCC(=O)NC2CCCCC2C)cc(OC)c1OC (centres undefined)	8%	-3
25	Cn1cc(C(=O)N/N=C/c2c(O)ccc3ccccc23)ccc1=O	17%	-26
26	O=C(O)C1Cc2ccccc2CN1S(=O)(=O)c1ccccc1 (centres undefined)	-1%	1
27	Cc1ccc(S(=O)(=O)N2CCN(C(=O)CN3CCCC3)C2)cc1	i	nt
28	O=C(O)c1cc(-c2ccccc2Cl)n[nH]1	?	nt
29	COc1ccc(CCC(C)Nc2cccc(F)c2)cc1 (centres undefined)	?	nt
30	CNC(=S)NN(C)c1nc(C)cc(C)n1	3%	-7
31	COc1ccc(-n2c(NCCN(C)C)nc3sc4c(c3c2=O)CCCCC4)cc1	?	nt
32	COC(OC)c1ccnc(-c2ccc(OC(=O)c3ccccc3)cc2)n1	-11%	-15
33	O=C(c1ccc(CS(=O)(=O)c2ccc(Br)cc2)o1)N1CCN(C2CCCCC2)CC1	1%	4
34	CCN(CC(=O)Nc1ccc(S(=O)(=O)N2CCCCC2)cc1)Cc1ccccc1	?	nt
35	COc1cc(OC)c(OC)cc1/C=C1\CCC(C2CCCC2)C1=O (centres undefined)	?	nt
36	Cc1ncn2cc(-c3ccc(Cl)cc3Cl)[nH]c(=O)c12	8%	-6
37	CCc1ccc(S(=O)(=O)/N=C2/C=C(Sc3ncn[nH]3)C(=O)c3ccccc32)cc1	?	nt
38	Cc1ccc(CNC(=O)C2CCCCC2C(=O)O)cc1 (centres undefined)	?	nt
39	O=C(Cc1ccccn1)c1ccc(Cl)cc1	?	nt
40	O=C(O)c1ccc(-n2c(/C=C/c3cccc([N+](=O)[O-])c3)nc3ccccc3c2=O)cc1	?	nt
41	CCOC(=O)CSc1nc(C2CC2)cc(-c2ccc(Cl)cc2)c1C#N	-1%	1
42	O=C(c1ccsc1)N1CCCC(N2CCN(c3ccccc3F)CC2)C1 (centres undefined)	-1%	12
43	CCC(CO)NCc1ccc(OC2CCCC2)cc1 (centres undefined)	?	nt
44	C=CCn1c(O)c(N=NC(=S)Nc2ccc(OC)c(Cl)c2)c2ccccc21	?	nt
45	CCOc1ccc(S(=O)(=O)N2CCC(C(=O)Nc3cccc(NC(C)=O)c3)CC2)cc1	?	nt
46	O=C(O)c1ccccc1N1C(=O)C2C3c4ccccc4C(Br)(c4ccccc43)C2C1=O (centres undefined)	-29%	-12
47	N#Cc1cccc(NS(=O)(=O)c2ccc(S(=O)(=O)N3CCOCC3)cc2)c1	?	nt
48	COc1ccc(N(CC(=O)NCc2ccco2)S(=O)(=O)c2ccc(OC)c(OC)c2)cc1	16%	-16
49	O=C(Cn1cccc1C(=O)c1ccccc1)NCc1cccc(Cl)c1	-5%	8
50	COc1ccc(C(=O)Nc2nnc(-c3cccs3)s2)cc1	i	nt
51	CC(=O)N1CCC(N(CCN2CCOCC2)C(=S)Nc2cccc(C)c2C)CC1	-18%	-9
52	Cc1ccc2c(c1)sc(=NC(=O)C1CC1)n2C	i	14
53	Cc1nc2cc(-c3ccc(Cl)cc3)nn2c(C)c1CCC(=O)NCc1ccco1	?	nt
54	CNc1csc(C)c(C)c1=O	-20%	5
55	CCOC(=O)C1CCCN(C(=O)c2cc(-c3ccc(F)cc3)nc3ccccc23)C1 (centres undefined)	?	nt
56	COc1ccc(/C=C(\C#N)C(=O)OC2CCOC2=O)cc1 (centres undefined)	?	nt

# (further entries)
nr	canonical_smiles	S3 lipid droplet	S3 lipid droplet cell count max
57	Cc1cc(-c2cccs2)c(C#N)c(=S)[nH]1	?	nt
58	Cc1noc(NS(=O)(=O)c2ccc(NC(=O)c3ccc(N4C(=O)c5ccccc5C4=O)cc3)cc2)c1C	?	nt
59	O=[N+]([O-])c1ccc(NNC(=S)Nc2ccc(F)cc2)cc1	-18%	-19
60	O=C(O)C1CSC2(c3ccc4c(c3)OCCO4)CCC(=O)N12 (centres undefined)	?	nt
61	O=[N+]([O-])c1cc(Cl)ccc1-c1nc(-c2ccncc2)no1	5%	7
62	Cn1c(=O)c2c([nH]c(OCc3ccc(Cl)cc3Cl)[n+]2Cc2ccc(F)cc2)n(C)c1=O	?	nt
63	N=c1nc(SCCC(=O)O)ss1	?	nt
64	CCS(=O)(=O)c1ccc2oc(SCC(=O)NCCC3=CCCCC3)nc2c1	i	7
65	CN1CCc2ccccc2CC1=O	-2%	-21
66	Cc1ccccc1OCC(=O)NNC(=O)Nc1ccccc1	0%	5
67	CCCNC(=O)c1csc2c1CCCCC2	i	nt
68	CCCOc1ccc(N2C(=O)CC(SC(=NC)Nc3ccc(F)cc3)C2=O)cc1 (centres undefined)	?	nt
69	COc1ccc(-c2ocnc2C(=O)Nc2ccc3c(c2)CCC3)cc1	i	2
70	Cc1ccc2cc(CN(CC(C)C)S(=O)(=O)c3cccc4nonc34)c(=O)[nH]c2c1	i	-11
71	O=C(N/N=C/c1cccc([N+](=O)[O-])c1)c1ccc2nc[nH]c2c1	-2%	17
72	CCOC(=O)c1sc(NC(=O)c2ccccc2F)c(C(N)=O)c1C	?	nt
73	CCN(CC)S(=O)(=O)c1ccc(O)c(C(=O)OCC(=O)N2CCCC2)c1	?	nt
74	Cc1ccc(NS(=O)(=O)c2cccc3cccnc23)cc1Cl	?	nt
75	O=C(O)CCc1ccc(-c2ccc(F)cc2)n1CC1CCCO1 (centres undefined)	12%	14
76	Cc1cc(C)nc(SCC(=O)NNC(=O)c2cccs2)n1	?	nt
77	CC1CCN(CCCCOc2ccccc2[N+](=O)[O-])CC1	-18%	6
78	O=S(=O)(c1ccc(OC(F)(F)F)cc1)N1CCCC(N2CCOCC2)C1 (centres undefined)	-4%	16
79	COc1ccc(C(=O)C2CCN(CC(=O)Nc3ccc(OC)cc3OC)CC2)cc1	?	nt
80	Cc1ccc(Cn2ccc(NC(=O)c3cc4nc(-c5ccco5)cc(C(F)(F)F)n4n3)n2)cc1	7%	nt

# Structural class, those above with a cyano group
nr	canonical_smiles	S3 lipid droplet	S3 lipid droplet cell count max
8	N#Cc1c(-c2ccco2)nc(NCC2CCCO2)[nH]c1=O (centres undefined)	?	nt
41	CCOC(=O)CSc1nc(C2CC2)cc(-c2ccc(Cl)cc2)c1C#N	-1%	1
47	N#Cc1cccc(NS(=O)(=O)c2ccc(S(=O)(=O)N3CCOCC3)cc2)c1	?	nt
56	COc1ccc(/C=C(\C#N)C(=O)OC2CCOC2=O)cc1 (centres undefined)	?	nt
57	Cc1cc(-c2cccs2)c(C#N)c(=S)[nH]1	?	nt

# Carrying on.
nr	canonical_smiles	S3 lipid droplet	S3 lipid droplet cell count max
81	CCN(CC)S(=O)(=O)c1cccc(C(=O)N/N=C2\CCCC(=O)C2)c1	0%	17
82	O=C(O)Cn1ncc2ccccc2c1=O	-14%[9.22 µM]	2
83	CN(CC(=O)NCCc1ccccc1)S(=O)(=O)c1cccs1	19%	8
84	O=c1c(Br)c(N2CCOCC2)cnn1-c1ccccc1	5%	18
85	CCOC(=S)SCC(=O)N1CCc2cc(OC)c(OC)cc2C1C1C(=O)CC(C)(C)CC1=O (centres undefined)	2%	-12
86	Oc1ccc(-c2cn3c(n2)SCC3)cc1O	?	nt
87	O=C(N/N=C1\NC(=O)C(CO)(CO)S1)c1ccccc1	?	nt
88	COc1ccc(-c2cc(C(=O)NCc3cccs3)no2)cc1	11%	nt
89	Cc1c(C(=O)N2CCCCC2)c(S(=O)(=O)Nc2cccc(Br)c2)c(C)n1C	i	-17
90	C/C(Cl)=C\Cn1c(NCCCn2ccnc2)nc2c1c(=O)n(C)c(=O)n2C	?	nt
91	COC(=O)C1=C(Nc2cc(Cl)cc(Cl)c2)CSC1	8%	5
92	CCc1nnc(NC(=O)CSc2nnc(Cc3cccn3C)n2CCOC)s1	-6%	3
93	N/C(=N/OS(=O)(=O)c1ccc([N+](=O)[O-])cc1)c1ccncc1	0%	4
94	COc1ccc(OC)c(NC(=O)CSc2nnc(-c3cccnc3)s2)c1	?	nt
95	O=C1CN(Cc2cc(=O)oc3cc4c(cc23)CCC4)CCN1	-11%	-14
96	Cc1ccccc1NC(=S)N(CCN(C)C)C(C)c1ccco1 (centres undefined)	12%	0
97	CCN1C=C(C(=O)OC)C(c2cccc(OC)c2OC)C(C(=O)OC)=C1	?	nt
98	CC1CCCCC1NC(=O)C1CCN(S(=O)(=O)N2CCC3(CC2)OCCO3)CC1 (centres undefined)	-1%	-23
99	NC(N)=NNC(=O)c1ccccc1Cl	0%	1
100	O=C(c1cc2ccccc2o1)N(Cc1ccco1)Cc1cccs1	?	nt
101	N#CC1(NC(=O)COC(=O)CCCN=C2NS(=O)(=O)c3ccccc32)CCCCC1	-28%	-4
102	Cc1ccc(C)c(N2C(=O)C3C4C=CC(CC4)C3C2=O)c1 (centres undefined)	i	-4
103	Cc1ccc2oc(=O)n(CC(=O)OCCC(C)C)c2c1	?	nt
104	Cc1cc(C)nc(Sc2nc(C)nc3c2oc2ccccc23)n1	4%	23
105	Cc1csc(NC(=O)c2cccc([N+](=O)[O-])c2C(=O)O)n1	9%	2
106	CCOc1ccc(NC(=O)CNc2ccc(C)cc2Cl)cc1	?	nt
107	NS(=O)(=O)c1ccc(NC(=S)NCc2cccs2)cc1	-2%	7
108	COc1ccc(OC)c(C(=O)COC(=O)c2cccnc2SC)c1	?	nt
109	O=C1C2C3C=CC(C2C(=O)N1CCO)C1C(=O)N(CCO)C(=O)C31 (centres undefined)	?	nt
110	Cn1c(CNC(=O)c2ccccc2F)nnc1SCC(=O)Nc1nncs1	?	nt
111	COc1ccc(NC(=O)CSc2nc3c(c(=O)[nH]2)CCC3)cc1OC	i	nt
112	COC(=O)CCC(=O)Nc1ccc(C)cc1OC(=O)CCC(=O)OC	?	nt
113	COc1ccc(-c2nc(CN3CCN(C(=O)c4ccco4)CC3)c(C)o2)cc1OC	i	-11
114	CCCCc1cn([C@@H](CCCCNC(=O)OC(C)(C)C)C(=O)N2CCN(C(=O)OC(C)(C)C)CC2)nn1	-18%	-4
115	CC(=O)c1cccc(NC(=O)c2ccc(NS(C)(=O)=O)cc2)c1	1%	-3
116	Cc1ccc(OCCNC(=O)CCNS(=O)(=O)c2ccc3ccccc3c2)cc1	?	nt
117	Cc1cc(C)n2nc(SCc3nnc(SCc4ccccc4C)s3)nc2n1	?	nt
118	Clc1cccc(-c2ccc3ncnc(NCc4ccc5c(c4)OCO5)c3c2)c1	4%	nt
119	Clc1ccc(CSc2ncn(-c3ccccc3)n2)cc1	?	nt
120	CCOC(=O)c1cn(Cc2ccc(Br)cc2)nn1	-1%	4
121	COc1ccc(NC(=O)CN(C)C(=O)c2ccc(NC3CC3)c([N+](=O)[O-])c2)cc1	i	nt
122	O=C(Cc1ccccc1)NCC(=O)N1CCN(c2ccccc2)CC1	?	nt
123	Cc1ccc(NC(=O)/C(=C\c2cccnc2)NC(=O)c2ccco2)cc1	?	nt
124	CC(C(=O)OCC(=O)c1ccc(F)cc1)N1C(=O)C2C3C=CC(C3)C2C1=O (centres undefined)	?	nt
125	CC(Oc1ccccc1Cl)C(=O)N(Cc1cccs1)C1CCS(=O)(=O)C1 (centres undefined)	?	nt
126	O=C(O)CC1(CC(=O)Nc2cccc(C(=O)O)c2)CCCC1	-2%	9

# These rows are one share of the data. The share of hits here may be higher or lower than overall.
